Source: PubChem (several laboratories)
GASC-1 inh – blocks human GASC-1 demethylase activity | Q9H3R0 | GST-JMJD2C(1-420) H3K9me3 demethylation, DELFIA europium | inhibition, % at 2.35 µM | actives 0.069% (n = 330,000) | AID 2099;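 active = more than half of a compound's replicate wells show inhibition beyond 50%, single wells judged on their own value; inconclusive = some, but no more than half, of replicates pass 50% inhibition; inactive = no replicate passes 50% inhibition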;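 note: signal counts dimethyl H3K9 product captured on neutravidin plate; 0% = median of DMSO wells and 100% = 0.3 times that DMSO median; strong numbers were not always called active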
Target sequence (Q9H3R0 1-420 limits assumed): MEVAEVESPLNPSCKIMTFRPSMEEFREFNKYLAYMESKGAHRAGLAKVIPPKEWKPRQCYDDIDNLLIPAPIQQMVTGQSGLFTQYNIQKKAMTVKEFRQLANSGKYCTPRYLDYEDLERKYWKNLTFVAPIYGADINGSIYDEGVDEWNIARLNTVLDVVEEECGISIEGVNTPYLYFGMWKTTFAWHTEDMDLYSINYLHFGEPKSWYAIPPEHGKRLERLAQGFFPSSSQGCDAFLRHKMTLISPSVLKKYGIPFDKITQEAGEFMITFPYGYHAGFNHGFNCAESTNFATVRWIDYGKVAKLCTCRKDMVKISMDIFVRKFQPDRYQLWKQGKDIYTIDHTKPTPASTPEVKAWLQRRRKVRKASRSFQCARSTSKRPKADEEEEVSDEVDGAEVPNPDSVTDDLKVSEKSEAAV
procasp3 activ – procaspase-3 (human) activation | recombinant procaspase-3 D3A, Ac-DEVD-pNA absorbance 405 nm | actives 0.11% (n = 330,000) | activation, % at 8.5 µM | P42574;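 active = activation above the mean of all tested compounds plus 3 SD, cut at about 21% in these data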;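 note: 0% = DMSO alone and 100% = DMSO wells spiked with extra 5 µM PC-3 D3A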
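Compound: 8.5 µM single point, 0.8% DMSO / Material: Autoprocessing-dead procaspase-3 D3A mutant enzyme / Timing: 1 h preincubation plus 2 h reaction at 25 °C / Medium: Zinc-free HEPES/NaCl buffer with 0.01% Triton X-100 at pH 7.4 / Technique: 405 nm absorbance of p-nitroaniline, reads at 0 and 120 min / Repeats: one well per compound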
core dimer inh – blocks dimerization of HCV core protein; TR-FRET GST/Flag-core106 dimerization, 1536-well; inhibition, % at 5 µM; actives 0.33% (n = 300,000); AID 1899;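 active = inhibition above the mean of all tested compounds plus 3 SD, set per screening campaign, cut at about 45% in these data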
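assay system = GST-tagged and Flag-tagged HCV core protein residues 1-106 | controls = unlabelled core106 and no-GST-core106 wells | incubation = compound-protein-antibody incubation 4 h at 22.5 °C | probe or stimulus = Eu donor and XL665 acceptor anti-tag antibodies | read-out = % inhibition based on acceptor/donor emission ratio | signal = TR-FRET 671 and 617 nm emission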
VLA-4 inh – inhibition in a human VLA-4 binding assay; actives 0.2% (n = 330,000); VLA-4 expressing cells, ligand binding flow cytometry; inhibition, % (about 7 µM as worked out from the volumes in the protocol); in the data active = inhibition above about 50%
CTSL1 counter – cathepsin L1 inhibition, PFM18AAP counter-screen; recombinant F. hepatica cathepsin L1, Z-Leu-Arg-MCA fluorescence; actives 0.49% (n = 300,000); inhibition, % at 5.96 µM;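 active = inhibition above the mean of all tested compounds plus 3 SD, set per screening campaign, cut at about 17% in these data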;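 note: 0% = plate median of test compound wells and 100% = 1 µM Z-Phe-Ala-diazomethylketone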
PP1 counter – counter-screen for PP5 inhibitors: inhibitors of human PP1-alpha; P62136; purified PP1alpha, OMFP fluorescence; inhibition, % at 6.7 µM; actives 0.9% (n = 320,000); AID 2235;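 active = inhibition above the mean inhibition of all tested compounds plus 3 SD, computed separately for each screening campaign, cut at about 15% in these data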
proCasp7 act – counter-screen: procaspase-7 (human) activation; P55210; recombinant procaspase-7, Ac-DEVD-pNA absorbance 405 nm; D23A/D198A/D206A triple mutant, cannot self-cleave; scale: DMSO 0, 5 µM enzyme 100; activation, % at 8.5 µM; actives 0.093% (n = 330,000); AID 463210;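 active = percent activation above the screen-wide mean plus 3 SD, cut at about 25% in these data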
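Assay system – Uncleavable procaspase-7 mutant enzyme · Quantity – 2 µM procaspase-7 mutant as dispensed · Times – 1 h preincubation, 2 h reaction · Dosing – single nominal 8.5 µM compound dose, 0.8% DMSO final · Buffer or medium – Zinc-free 50 mM HEPES buffer, pH 7.4, with NaCl and Triton X-100 · Detection – Epi-absorbance of released pNA at 405 nm, two timepoints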
GRK2 inh – blocks RNA aptamer binding to human GRK2 | bead flow cytometry, FAM-aptamer displacement from GRK2 | inhibition of aptamer binding, % at 10 µM | P25098 | actives 0.59% (n = 330,000);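 active = inhibition of aptamer binding above 40%, roughly 3 SD of noise, on plates passing a quality check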;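 note: median bead fluorescence of bound FAM aptamer so fluorescent compounds give negative values; no value below 0 was filed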
PP5 primary – inhibitors of human protein phosphatase 5 (PP5); AID 1987; inhibition, % at 6.7 µM; purified PP5c, OMFP substrate fluorescence; actives 0.18% (n = 320,000);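 active = inhibition above the campaign's mean inhibition across all tested compounds plus 3 SD, cut at about 9.5% in these data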;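 note: 0% = DMSO only and 100% = 100 µM cantharidin control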
Target sequence (P53041 whole entry, looked up): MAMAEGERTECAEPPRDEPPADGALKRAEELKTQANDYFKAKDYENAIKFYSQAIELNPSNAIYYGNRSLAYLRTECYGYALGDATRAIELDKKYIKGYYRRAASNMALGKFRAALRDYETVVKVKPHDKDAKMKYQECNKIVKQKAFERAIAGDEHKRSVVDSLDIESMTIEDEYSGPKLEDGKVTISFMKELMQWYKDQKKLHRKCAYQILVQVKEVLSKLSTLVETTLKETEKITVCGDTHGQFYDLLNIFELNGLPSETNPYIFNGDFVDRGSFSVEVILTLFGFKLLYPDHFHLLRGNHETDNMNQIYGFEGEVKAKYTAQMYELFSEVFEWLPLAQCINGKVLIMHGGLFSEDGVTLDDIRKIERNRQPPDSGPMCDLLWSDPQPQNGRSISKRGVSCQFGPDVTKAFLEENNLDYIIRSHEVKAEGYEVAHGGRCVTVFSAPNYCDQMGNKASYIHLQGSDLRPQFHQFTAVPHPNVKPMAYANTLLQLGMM
Numbers without * were called inactive; i = inactive; ? = inconclusive; · = not tested or not shown.

SMILES | GASC-1 inh | procasp3 activ | core dimer inh | VLA-4 inh | CTSL1 counter | PP1 counter | proCasp7 act | GRK2 inh | PP5 primary
CN1C(=O)COc2ccc(C(=O)c3ccccc3C(=O)O)cc21 | 2 | 4 | 2 | -12 | -3 | 1 | 3 | 5 | 0.4
Cc1nn(CC#N)c(=O)n1-c1cccc(F)c1 | i | -2 | -3 | -6 | -4 | -3 | 0 | 4 | 0.1
O=C(Nc1ccnn1C1CCN(Cc2cccc(F)c2F)CC1)C1CCCC1 | 4 | 9 | -2 | 4 | 3 | -2 | 0 | 0 | 2.6
Cc1cc(N=Nc2ccc(Cl)cc2)cc(CN2CCOCC2)c1O | ? | 3 | -1 | 2 | -2 | -5 | 1 | 2 | 2.7
COc1ccc(OCCNC(=O)c2ccc(C)cc2)cc1 | 3 | -1 | 5 | 2 | 3 | -1 | 2 | 1 | -0.2
CCc1ccccc1-n1nnc(-c2ccccc2)n1 | -8 | 6 | 0 | 2 | -4 | -4 | 8 | 3 | 1.4
COC(=O)c1ccc(N2C(=O)C3CC=CC(C)C3C2=O)cc1 (stereo not drawn) | -4 | -5 | 1 | 0 | 2 | -5 | -4 | 0 | -2.8
Cc1ccc(C(=O)Nc2cccc(C(=O)NCc3ccco3)c2)cc1 | 2 | 2 | 6 | 21 | -2 | 2 | -8 | 0 | 4.2
COc1ccc(C(CNC(=O)CCNC(=O)c2ccccc2OC)N2CCCC2)cc1 (stereo not drawn) | -1 | 0 | -1 | -2 | 1 | 0 | 2 | 0 | 0.6
Nc1nc2sc3c(c2c(=O)s1)CCCC3 | 4 | -5 | -2 | 1 | 4 | -2 | -8 | 0 | 0.7
O=C(NCCN1CCOCC1)c1cnn2c1NC(c1cccs1)CC2C(F)(F)F (stereo not drawn) | -2 | 3 | 2 | 1 | 1 | -5 | -7 | 0 | 0.6
CCOc1ccc(C(=O)NNC2CC(=O)N(Cc3ccc(Cl)cc3)C2=O)cc1OC (stereo not drawn) | 6 | -2 | 6 | 11 | 0 | 10 | -6 | 5 | 0.3
CCN1CCN(C(c2nnnn2Cc2ccc3c(c2)OCO3)C(C)C)CC1 (stereo not drawn) | -5 | 3 | 1 | -6 | -2 | -4 | 3 | 0 | 1.5
CCCC1=NN2C(=N)/C(=C\c3cc(C)n(-c4cccc(C)c4)c3C)C(=O)N=C2S1 | -3 | -1 | 2 | 3 | 6 | -2 | -7 | 4 | -2.9
O=C(CCNS(=O)(=O)c1ccc2[nH]c(=O)oc2c1)NCc1ccccc1 | -4 | 13 | 7 | 5 | -3 | -1 | 11 | 0 | 2.3
O=C(CNc1cccc(Cl)c1)c1ccc(Br)cc1 | -1 | 0 | -1 | -3 | -3 | 1 | 0 | 0 | 0.8
COc1cc(CNc2ccc3[nH]c(=O)[nH]c3c2)ccc1OCc1ccc(Cl)cc1 | -4 | -10 | -17 | 0 | 0 | 2 | -11 | 1 | 5.8
Cc1ccc(CCNS(=O)(=O)c2ccc3c(c2)NC(=O)C(C)C(=O)N3)cc1 (stereo not drawn) | -17 | -3 | -2 | 21 | -10 | -3 | -2 | 2 | 5.4
CC(=O)N1CCc2cc(S(=O)(=O)CCC(=O)NCc3ccc(F)cc3)ccc21 | 6 | 2 | 0 | 4 | 0 | -2 | -1 | 2 | -3.6
CCOC(=O)c1ccccc1N1C(=O)CSC1=S | -4 | -9 | 2 | 1 | 2 | -3 | -9 | 1 | -1.9

One compound at a time, from the list above. Values in the order: GASC-1 inh	procasp3 activ	core dimer inh	VLA-4 inh	CTSL1 counter	PP1 counter	proCasp7 act	GRK2 inh	PP5 primary
Results for CCOc1ccc(C(=O)NNC2CC(=O)N(Cc3ccc(Cl)cc3)C2=O)cc1OC (stereo not drawn) → 6	-2	6	11	0	10	-6	5	0.3
Results for CCc1ccccc1-n1nnc(-c2ccccc2)n1 → -8	6	0	2	-4	-4	8	3	1.4
Results for O=C(NCCN1CCOCC1)c1cnn2c1NC(c1cccs1)CC2C(F)(F)F (stereo not drawn) → -2	3	2	1	1	-5	-7	0	0.6
Results for COc1ccc(C(CNC(=O)CCNC(=O)c2ccccc2OC)N2CCCC2)cc1 (stereo not drawn) → -1	0	-1	-2	1	0	2	0	0.6

More compounds.
SMILES | GASC-1 inh | procasp3 activ | core dimer inh | VLA-4 inh | CTSL1 counter | PP1 counter | proCasp7 act | GRK2 inh | PP5 primary
COc1ccccc1NC(=O)C1CCN(c2ncccn2)CC1 | 13 | 5 | 0 | 8 | -2 | 1 | -6 | 0 | 3.1
O=C1NC(c2ccccc2)=CC(c2ccccc2O)N1 (stereo not drawn) | -1 | 5 | 12 | 10 | 4 | -4 | -1 | 4 | 0.5
COc1ccc(NCc2nnc(SCC(=O)Nc3cc(C)cc(C)c3)o2)cc1 | 2 | -2 | -1 | 2 | -3 | -2 | 9 | 0 | 3.3
CC1CN(Cc2cc(=O)oc3cc(O)ccc23)CC(C)O1 (stereo not drawn) | 7 | 17 | -5 | 2 | 0 | 5 | 21 | 1 | -0.6
O=C(C[C@H]1C/C=C\C[C@@H](Cc2ccc(F)cc2)C(=O)OC[C@H]2CCCN2C1=O)NCCO | 0 | 4 | · | 8 | · | · | -1 | 6 | ·
CCOC(=O)CSc1n[nH]c(NC(=O)c2cccc(C)c2)n1 | -1 | -2 | -6 | -8 | -4 | 0 | 1 | 4 | 1.3
COc1cc2c(cc1OC)-c1cc(NC3CC3)nc(=O)n1CC2 | -3 | 0 | -5 | -6 | -1 | -1 | 16 | 0 | 2.4
O=C(Nc1ccccc1F)C1CC1c1ccccc1 (stereo not drawn) | 2 | 8 | -4 | 6 | -2 | -1 | 2 | 3 | 3.8
CCCCn1c(=O)c(CCC(=O)OC(C)C(=O)Nc2cccc(Cl)c2Cl)nc2ccccc21 (stereo not drawn) | 7 | 2 | 8 | 3 | 1 | 2 | 0 | 0 | 0.5
O=[N+]([O-])c1cc(/C=N/N2CCN(C3c4ccccc4-c4ccccc43)CC2)ccc1Cl | 3 | -10 | 4 | 14 | -3 | -4 | -1 | 2 | 1.2
CC/C(=N\Nc1ccc([N+](=O)[O-])cc1[N+](=O)[O-])c1ccc(O)cc1 | -16 | -9 | -4 | -8 | 0 | 4 | -2 | 1 | 2.7
Cc1ccc(S(=O)(=O)CCC(=O)OCC(=O)N(C)C2CCS(=O)(=O)C2)cc1 (stereo not drawn) | 5 | 2 | 0 | 0 | -59 | -5 | 5 | 0 | -0.4
CCOc1ccc2nc3sc(C(=O)N4CCN(C)CC4)c(N)c3cc2c1 | ? | -14 | -16 | -77 | -2 | -2 | -5 | 0 | 0.4
CN1CCN(C(=O)c2ccc(C(C)(C)C)cc2)CC1 | 3 | 13 | -1 | -2 | -1 | -3 | -2 | 0 | -0.4
Cc1ccc(S(=O)(=O)N2CCCC2)cc1C(=O)O | 21 | -2 | -2 | -5 | 2 | -8 | -8 | 3 | 4.8
CCOc1cc(N2CCOCC2)c(OCC)cc1NC(=O)c1nc2nc(C)cc(C)n2n1 | 10 | 0 | -7 | 14 | -2 | -3 | -2 | 0 | -1.0
CC1=CC=CC2=NC(=O)CC(C)(C(=O)N(CC(=O)NC3CCCC3)c3ccccc3C)N12 (stereo not drawn) | 5 | 2 | -3 | -38 | 0 | -4 | 6 | 2 | 0.3
O=C(Nc1c(C(=O)O)oc2ccc(Br)cc12)c1ccccc1 | -17 | 8 | 18 | 4 | 4 | 6 | 13 | 0 | 1.8
CCC(C(=O)OCC(=O)Nc1ccc(C)c(S(=O)(=O)N2CCOCC2)c1)c1ccccc1 (stereo not drawn) | -1 | 6 | -3 | 3 | -4 | -6 | -5 | 1 | 4.2
CCOc1ccc(C(=O)NCCC2=CCCCC2)cc1OCC | 2 | 4 | -17 | 52* | -2 | 3 | -4 | 0 | -3.0

A draw from above in order of heavy-atom count, falling.
SMILES | GASC-1 inh | procasp3 activ | core dimer inh | VLA-4 inh | CTSL1 counter | PP1 counter | proCasp7 act | GRK2 inh | PP5 primary
CCOc1cc(N2CCOCC2)c(OCC)cc1NC(=O)c1nc2nc(C)cc(C)n2n1 | 10 | 0 | -7 | 14 | -2 | -3 | -2 | 0 | -1.0
CCOc1ccc2nc3sc(C(=O)N4CCN(C)CC4)c(N)c3cc2c1 | ? | -14 | -16 | -77 | -2 | -2 | -5 | 0 | 0.4
CCOc1ccc(C(=O)NCCC2=CCCCC2)cc1OCC | 2 | 4 | -17 | 52* | -2 | 3 | -4 | 0 | -3.0

Following part:
SMILES | GASC-1 inh | procasp3 activ | core dimer inh | VLA-4 inh | CTSL1 counter | PP1 counter | proCasp7 act | GRK2 inh | PP5 primary
COc1ccc(N2CCN(C(=O)CNC(=O)c3cn(-c4ccccc4OC)c(=O)c4ccccc34)CC2)cc1 | 10 | -1 | 0 | 0 | 1 | -1 | -8 | 2 | 0.9
CCOC(=O)c1oc2ccccc2c1NC(=O)C(C)(C)C | 0 | 0 | 7 | 16 | -5 | 4 | 8 | 1 | 0.2
Cc1cccc(C(=O)c2ccccc2C(=O)O)c1O | 3 | -1 | 3 | -4 | 0 | -2 | 4 | 1 | -0.1
COc1cc2c(cc1OC)CN(C(=O)c1cc(S(=O)(=O)N3CCOCC3)c(Cl)cc1Cl)CC2 | 3 | -2 | -6 | 2 | -5 | 2 | 10 | 0 | 1.9
O=C(CN1CCN(c2ccc(O)cc2)CC1)Nc1cc(S(=O)(=O)N2CCCCC2)ccc1Cl | -7 | -4 | 9 | 15 | -2 | 0 | -23 | 6 | 0.2
O=S(=O)(NCc1cccnc1)c1ccc(Cl)c2ccccc12 | 1 | 6 | -1 | 5 | -3 | -1 | 12 | 1 | 0.1
Cc1[nH][nH]c(=O)c1N=Nc1ccc(F)cc1 | 12 | -16 | -18 | -10 | 0 | 3 | 1 | 2 | 3.0
Cc1ccc(-c2c(C)n([O-])c3c([n+]2=O)CCCC3)cc1 | 12 | 2 | -4 | 0 | -1 | 0 | 6 | 1 | -2.0
COc1ccccc1NS(=O)(=O)c1ccc(Cl)c(NC(=O)CN2C(=O)c3ccccc3C2=O)c1 | 0 | -10 | 10 | 12 | -2 | 5 | -2 | 4 | 2.0
O=C(CSc1nc(O)c(Cc2ccccc2)c(=O)[nH]1)Nc1nnc(SCc2ccccc2)s1 | 7 | -6 | 3 | 7 | -2 | 3 | -8 | 3 | 0.3
COC(=O)CC1C(=O)NCCN1C(=O)CSc1nnnn1-c1ccc(OC)cc1 (stereo not drawn) | 18 | 1 | 1 | 14 | 1 | 4 | 5 | 3 | 1.9
CC(C(=O)N1CCN(c2ccc([N+](=O)[O-])cc2)CC1)N1C(=O)C2CC=CCC2C1=O (stereo not drawn) | 7 | -4 | -1 | 16 | 4 | -6 | -13 | 0 | -3.0
